# From PubChem BioAssay
# SENP1 inh: inhibitors of human SENP1 SUMO protease catalytic domain. Q9P0U3. recombinant SENP1 catalytic domain, CyPet-SUMO1-YPet FRET cleavage. inhibition, % at 10 µM. 360,000 compounds, 0.21% hits. AID 624204;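 active means inhibition at least 30% at 10 µM, raw YFP signal under a set limit, fluorescence ratio 0.5 to 1.5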;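 further: 0% = enzyme with DMSO and 100% = no enzyme wells; some results filed as inactive read as strong as hits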
# Target sequence (Q9P0U3 419-644 limits assumed): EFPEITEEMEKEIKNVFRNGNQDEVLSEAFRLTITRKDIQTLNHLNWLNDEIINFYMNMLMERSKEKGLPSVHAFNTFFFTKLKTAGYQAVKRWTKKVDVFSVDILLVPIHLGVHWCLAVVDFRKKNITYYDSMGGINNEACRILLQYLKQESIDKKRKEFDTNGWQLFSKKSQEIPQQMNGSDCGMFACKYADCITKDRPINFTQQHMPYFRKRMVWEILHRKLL
#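 material = recombinant human SENP1 catalytic domain, His6-tagged | quantity = 20 pM enzyme | reagent = 25 nM SUMO1 FRET substrate | compound dosing = 10 µM single point, 0.5% DMSO | timing = 50 min enzyme reaction, room temperature, light-protected | detection = FRET, CFP and YFP emission | control set = no-enzyme low, enzyme-DMSO high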
# APOBEC3G inh: inhibitors of human APOBEC3G DNA deaminase | Q9HC16 | recombinant A3G, ssDNA deamination FAM/TAMRA fluorescence | inhibition, % at 20 µM | 330,000 compounds, 0.28% hits;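 active means inhibition of at least 40% at 20 µM, with no more than 30% in the related APOBEC3A deaminase screen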;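 further: plate controls were DMSO wells with A3G for no effect and wells lacking A3G enzyme for full effect; some compounds called inactive have numbers as strong as hits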
# Target sequence (Q9HC16 whole entry, looked up): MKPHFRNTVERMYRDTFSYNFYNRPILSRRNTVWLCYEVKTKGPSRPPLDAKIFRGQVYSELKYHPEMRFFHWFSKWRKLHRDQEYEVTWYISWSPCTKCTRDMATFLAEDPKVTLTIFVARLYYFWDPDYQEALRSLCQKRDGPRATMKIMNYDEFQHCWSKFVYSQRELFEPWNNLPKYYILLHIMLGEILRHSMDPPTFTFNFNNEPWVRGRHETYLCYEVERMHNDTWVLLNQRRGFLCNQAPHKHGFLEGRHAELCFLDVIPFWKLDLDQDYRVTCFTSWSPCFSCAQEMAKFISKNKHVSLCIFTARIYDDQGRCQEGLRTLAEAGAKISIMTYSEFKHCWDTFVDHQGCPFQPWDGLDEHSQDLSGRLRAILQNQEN
# SENP8 block-1: inhibitors of human SENP8 protease | 330,000 compounds, 1.2% hits | Q96LD8 | AID 2540 | purified SENP8, Z-RLRGG-aminoluciferin cleavage, luminescence | inhibition, % at 10 µM; in the data active means inhibition above about 50%
# Target sequence (Q96LD8 whole entry, looked up): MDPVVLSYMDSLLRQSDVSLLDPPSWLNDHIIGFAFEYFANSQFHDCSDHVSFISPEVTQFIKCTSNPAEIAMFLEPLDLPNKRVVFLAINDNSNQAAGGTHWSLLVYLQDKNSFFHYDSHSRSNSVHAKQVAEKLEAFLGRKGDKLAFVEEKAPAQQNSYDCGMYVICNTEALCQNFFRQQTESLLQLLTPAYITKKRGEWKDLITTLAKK
# SENP6 block: SENP6 protease inhibition; 330,000 compounds, 1.8% hits; inhibition, % at 10 µM; AID 2599; Recombinant SENP6 catalytic domain, aminoluciferin luminescence; Q9GZR1;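 active means inhibition above about 50% at the single tested dose, limit read from the data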;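 further: plate controls were DMSO wells with enzyme for no effect and DMSO wells lacking enzyme for full effect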
# SENP7 block: inhibitors of human SENP7 protease. 330,000 compounds, 1.5% hits. inhibition, % at 5 µM. recombinant SENP7, Z-RLRGG-aminoluciferin luminescence, 40 min;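 active means inhibition above about 50% at the single test dose, limit read from the data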;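 further: plate controls were DMSO with enzyme for no effect and no enzyme buffer wells for full effect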
# Apaf-1 inh: blocks human Apaf-1 apoptosome activity; O14727; reconstituted apoptosome caspase-3 activity, DEVD-Rh110 fluorescence; inhibition, % at 20 µM; 330,000 compounds, 0.71% hits; AID 489030; active means inhibition of at least 40% at 20 µM;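 further: plate controls were DMSO wells for no effect and DEVD-CHO caspase inhibitor wells for full effect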
#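 System: Apoptosome proteins | Medium: Hepes pH 7.5 with detergent and BSA | Also added: Cytochrome c trigger plus (Z-DEVD)2-Rh110 caspase-3 substrate | Incubation: 30 min compound preincubation, 50 min activation, room temperature | Detection: Rhodamine 110 fluorescence at Ex 480/Em 540 nm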
# SENP8 block-2: blocks human SENP8 cleavage of Nedd8 substrate. Q96LD8. recombinant SENP8, Nedd8 substrate fluorescence. inhibition, % at 20 µM. 360,000 compounds, 0.64% hits. AID 602440; in the data active means inhibition mostly above about 40%, no sharp cut-off; inactive means mostly below about 27%
# UBC13 polyUb: human UBC13 polyubiquitination inhibition | P61088 | UBC13 polyubiquitin chain formation, TR-FRET | inhibition, % at 20 µM | 330,000 compounds, 0.47% hits; in the data active means inhibition above about 45%, passing the limit was not always enough; inconclusive means no clear call, values can overlap the other calls
# Target sequence (P61088 whole entry, looked up): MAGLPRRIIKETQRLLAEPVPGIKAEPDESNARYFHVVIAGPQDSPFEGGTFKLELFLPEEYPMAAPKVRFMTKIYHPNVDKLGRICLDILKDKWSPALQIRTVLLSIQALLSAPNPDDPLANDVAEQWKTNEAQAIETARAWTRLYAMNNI
# * = called active by the depositor; i = inactive; ? = inconclusive.
# Start of the listing, in advance:
SMILES,SENP1 inh,APOBEC3G inh,SENP8 block-1,SENP6 block,SENP7 block,Apaf-1 inh,SENP8 block-2,UBC13 polyUb
COc1ccc(OCc2cc(C(=O)N3CCCC(O)C3)no2)c2ccccc12 (stereo not drawn),-1,0,1,21,0,20,-25,-12
O=C(NC1CCCCC1)Oc1cc2oc(=O)sc2cc1Br,1,-3,4,-4,13,-7,25,-5
Cc1cc(Cl)ccc1NC(=O)CCC(=O)N/N=C/c1cc([N+](=O)[O-])ccc1O,2,-9,2,9,-3,-12,17,-32
COc1ccc(N2C(=O)CC(N3CCCCC3)C2=O)cc1 (stereo not drawn),0,-17,-7,-27,0,6,8,-9

# The listing, repeating the preview:
SMILES,SENP1 inh,APOBEC3G inh,SENP8 block-1,SENP6 block,SENP7 block,Apaf-1 inh,SENP8 block-2,UBC13 polyUb
COc1ccc(OCc2cc(C(=O)N3CCCC(O)C3)no2)c2ccccc12 (stereo not drawn),-1,0,1,21,0,20,-25,-12
O=C(NC1CCCCC1)Oc1cc2oc(=O)sc2cc1Br,1,-3,4,-4,13,-7,25,-5
Cc1cc(Cl)ccc1NC(=O)CCC(=O)N/N=C/c1cc([N+](=O)[O-])ccc1O,2,-9,2,9,-3,-12,17,-32
COc1ccc(N2C(=O)CC(N3CCCCC3)C2=O)cc1 (stereo not drawn),0,-17,-7,-27,0,6,8,-9
O=C(CSc1nnc(-c2c[nH]c3ccccc23)o1)N(Cc1ccccc1)c1ccc(F)cc1,0,-5,-11,-31,3,7,-2,-2
CCn1cc(/C=C2/SC(=S)NC2=O)c(C)n1,-4,-9,1,-22,7,3,18,13
O=C(NCc1ccc2c(c1)OCO2)c1ccc(CS(=O)(=O)c2cccc(C(F)(F)F)c2)o1,1,-4,-10,-3,-1,6,28,-3
O=C(NCCCCc1ccccc1)Nc1cccc(F)c1,-1,-3,-5,3,7,19,10,2
CCOC(=O)N1CCN(C(=O)c2ccc(Cn3c(=S)[nH]c4cc5c(cc4c3=O)OCO5)cc2)CC1,0,-2,-11,-3,14,17,-8,5
CCCCSCCCNC(=O)Nc1ccc(C)c(C)c1,1,-2,-13,-8,-2,7,11,-8
COc1cc(-c2nnc(NC(=O)CS(=O)(=O)c3ccc(F)cc3)o2)cc(OC)c1OC,-1,-12,-7,-4,-5,-9,14,-2
CCOC(=O)N1CCN(C(=O)c2oc(=O)c3ccccc3c2-c2ccc(C)cc2)CC1,0,-1,3,5,-1,-1,7,6
COc1ccccc1OCc1nn[nH]n1,3,-1,-7,-16,1,2,7,-1
O=C(c1ccco1)N1CCN(C(=O)C2CCN(S(=O)(=O)Cc3ccccc3)CC2)CC1,1,5,1,2,6,3,14,1
O=C(CSCc1ccc(Cl)cc1)N/N=C/c1ccccc1,1,1,-6,-20,-5,17,14,4
CC1=C(C(=O)Nc2ccccc2)C(c2ccco2)C(C#N)=C(SCC(=O)OC(C)C)N1 (stereo not drawn),-25,-1,7,0,-4,28,-12,2
CCOC(=O)C1=C(C)N(C)C(=S)NC1c1cc(OC)ccc1OC (stereo not drawn),0,0,4,-8,2,-6,14,-1
Cc1ccc(CN2C(=O)C(=O)N(CC(N)=O)C2=O)cc1,2,-3,-1,19,-2,6,13,-3
CCOC(=O)c1c(NC(=O)CSc2nc3nc(C)cc(C)n3n2)sc(CC)c1C,2,-7,-7,11,-1,-1,0,0
Cc1ccc(/C=C/C(=O)NC(=S)Nc2ccc(S(=O)(=O)Nc3cc(C)on3)cc2)cc1,2,-7,-1,-20,-1,21,16,-14
COc1ccc(NC(=O)CN(C)S(=O)(=O)c2ccccc2)c([N+](=O)[O-])c1,2,-5,-5,-1,-8,10,8,-9
CS(=O)(=O)c1sc(C(=O)NC(=S)Nc2ccc(OC(F)(F)F)cc2)c2c1C=CCC2,-1,1,8,0,8,3,11,-4
COc1ccc(-n2c(=O)c3ccccc3n(CC(=O)NCC3CCCO3)c2=O)cc1 (stereo not drawn),0,-2,-4,-13,7,0,-2,0
COc1nc(OC)nc(N2CCC(C(=O)Nc3cccc4c3CCCC4)CC2)n1,2,-6,-6,2,-1,0,12,2
COc1cccc(C(=O)NC(=S)Nn2cnnc2)c1OC,0,0,-3,-11,1,-8,12,14
Cc1[nH]c2ccc(F)cc2c1CCN(Cc1cccnc1)C(=S)Nc1cccc(F)c1,-1,-4,-1,-1,0,6,0,3
Cc1ccc(C)c(S(=O)(=O)N2CCN(C(=O)CCNC(=O)c3ccc(Br)cc3)CC2)c1,2,-5,2,6,3,19,18,3
CCCCN(CC)C(=O)c1cc2cc3ccc(Cl)cc3nc2o1,-1,1,-2,0,5,28,0,0
CC1(C)Cc2c(C#N)c(N3CCN(C(=O)c4ccccc4Cl)CC3)nc(-c3ccco3)c2CS1,-13,4,3,-1,3,34,i,-9
Cc1cc(S(=O)(=O)N2CCN=C2c2ccccc2)c(C)cc1Cl,0,-8,1,14,2,-3,12,1
COc1ccc(OC)c(C2=Nn3c(nnc3-c3cccc(OC(C)C)c3)SC2)c1,-1,-1,0,-8,2,17,-48,10
CCCCCCC[C@H](N)[C@H](O)C(=O)N(C)[C@@H](CCS(C)=O)C(=O)N[C@@H](Cc1ccc(O)cc1)C(=O)N[C@@H](Cc1ccc(O)cc1)C(=O)O (stereo partly drawn),0,-8,-10,2,-5,0,13,-5
Cc1[nH]ccc(=O)c1Oc1ncc(C(F)(F)F)cc1Cl,0,-4,5,5,0,-1,3,9
CC12CCC(c3c1nc1ccccc1[n+]3[O-])C2(C)C (stereo not drawn),0,3,-1,1,2,8,10,-10
CCOc1ccc(-n2nnc3c(=O)n(CC(=O)N4CCCc5ccccc54)cnc32)cc1,3,-8,12,0,0,3,8,6
Cc1cc(C)cc(OCC(=O)OCc2nnc(-c3ccccc3)o2)c1,0,-3,-14,-24,0,5,10,-6
Nc1ncnc2c1ncn2C1CCCC1,0,-5,3,-4,4,-1,2,-3
C/C(=N/Nc1ncc(Br)cn1)c1ccc(Br)cc1,0,-2,-1,-18,-17,-1,20,-6
COc1ccc(/C(N)=N/OC(=O)CC2CCCCC2)cc1OC,1,-2,-7,-5,2,24,6,-2
CCCCCCOC(=O)C(C#N)c1nc2ccccc2nc1N1CCOCC1 (stereo not drawn),-33,-5,-10,-7,-7,21,22,-6
O=C(CCC1CCCC1)N1CCN(C(=O)c2ccco2)CC1,-1,-2,8,-12,-2,-6,21,-7
COCCNC(=O)CN(CCc1ccccc1)S(=O)(=O)c1ccc(Br)cc1,2,-8,10,-6,0,1,22,-2
O=C(CSCc1ccc(F)cc1)Nc1ccccc1,0,5,3,-4,65*,5,4,-6
O=C(COC(=O)c1cccc(S(=O)(=O)NCc2ccccc2)c1)NCC1CCCO1 (stereo not drawn),1,-3,-10,-2,-5,-2,6,-6
COc1ccc(-c2noc(CSc3nnc(-c4ccccc4)n3C)n2)cc1,1,0,0,6,-2,6,5,-8
CC(C)n1nc(C(=O)Nc2cccc(S(=O)(=O)N3CCCCC3)c2)c2ccccc2c1=O,-1,-8,-1,-12,-4,13,8,4
COc1cc(/C=N/NC(=O)c2ccncc2)ccc1OCc1cnc(Cl)s1,3,-3,-11,1,5,1,-44,-9
Cc1cc(SCC(=O)NC2CCCCC2)nc2ccccc12,0,-6,-4,-10,-7,1,18,?
Cc1cccc(C)c1NC(=O)NN=C1CCCCC1,3,1,3,-11,3,-14,11,1
CCOC(=O)C1(Cc2ccc(OC)cc2)CCN(C(=O)c2ccc3[nH]ccc3c2)CC1,1,1,1,9,2,6,17,0
Cc1ccc(C)c(OCCCC(=O)N2CCOCC2)c1,-2,-3,-2,-19,-4,-6,19,-12
COc1cc(Br)cc(/C=C/c2ccc3cccc(O)c3n2)c1OC,2,-19,-5,3,-9,24,-26,-25
COc1cccc(Nc2nc(N)nc(C(F)(F)F)n2)c1,1,-5,-10,13,2,6,25,11
COc1ccccc1CN(Cc1nc2ccccc2c(=O)[nH]1)C(=O)Nc1cccc(C)c1,1,2,-2,-16,2,6,6,2
COc1ccc(NC(=O)CNC(=O)c2sc3ccccc3c2Cl)c(OC)c1,1,-9,-1,-13,-7,3,-1,-12
Cn1ccnc1SCC(=O)Nc1cc(F)ccc1F,1,-9,9,8,2,-4,13,-6
COc1ccc(/C=N/NC(=O)c2nonc2N)cc1OC,2,-6,-2,-17,5,-1,-3,-10
CN(C(=O)CSc1nnc(-c2cccs2)n1N)c1ccccc1,-1,-6,-4,-26,-6,0,3,-8
COc1ccc(CC(=O)Nc2ccc(C(N)=O)cc2)cc1,5,-6,-1,-9,-11,-30,23,13
O=C(Cc1n[nH]c(=O)c2ccccc12)OCc1c(Cl)cccc1Cl,5,-2,-4,1,9,-6,17,4

# Quoted from the listing:
# Cc1cc(SCC(=O)NC2CCCCC2)nc2ccccc12 in SENP7 block = -7
# COc1ccc(-c2noc(CSc3nnc(-c4ccccc4)n3C)n2)cc1 in Apaf-1 inh = 6
# COc1ccccc1CN(Cc1nc2ccccc2c(=O)[nH]1)C(=O)Nc1cccc(C)c1 in SENP1 inh = 1
# O=C(Cc1n[nH]c(=O)c2ccccc12)OCc1c(Cl)cccc1Cl in SENP7 block = 9

# More records.
SMILES,SENP1 inh,APOBEC3G inh,SENP8 block-1,SENP6 block,SENP7 block,Apaf-1 inh,SENP8 block-2,UBC13 polyUb
Cc1ccc(C(=O)NC(=C(Cl)Cl)S(=O)(=O)c2ccc(C)cc2)cc1,2,-4,-5,-2,2,14,14,4
CCOc1ccc(C(=O)CCC(=O)Nc2ncccc2O)cc1,-6,-5,2,2,-2,7,-153,-6
Cc1ccnc2nc(C(=O)OCC(=O)NC3CCC(C)CC3)nn12 (stereo not drawn),-1,-6,-1,-5,10,-10,3,-3
O=C1CCC(=O)O1,1,-9,-1,-4,-3,-1,0,0
O=C(O)/C=C\c1ccccc1Oc1ccc(F)cc1,-20,0,14,8,-1,8,6,0
Cc1ccccc1OCCC(=O)Nc1cc(S(=O)(=O)N2CCOCC2)ccc1OC(C)C,1,4,5,5,2,28,-7,6
O=C(CCN=C1NS(=O)(=O)c2ccccc21)OCC(=O)c1ccccc1,0,-11,-13,-5,-13,11,4,-10
Cc1ccc(C(=O)NCc2ccncc2)cc1S(=O)(=O)Nc1cccc(C)c1C,2,1,-4,-5,-2,3,-4,10
CCc1ccc(C(=O)NCc2ccc(Cl)cc2)cc1,0,0,-6,4,0,1,10,12
O=C(c1ccco1)N1CCN(S(=O)(=O)c2cc(Cl)ccc2Cl)CC1,2,-8,2,5,4,7,16,-2
N=C(N)SCc1nc2ccccc2c(=O)n1-c1ccccc1Cl,-35,-3,-12,-32,-19,5,-340,6
O=C(O)CNC(=O)CCCn1nnc2ccccc2c1=O,2,-1,5,15,0,-15,-1,10
c1ccc(CNc2nnnn2-c2ccccc2)cc1,1,2,3,-7,3,-3,0,-3
COc1ccc(NC(=O)CSc2nnc(C(C)C)n2N)cc1,0,-5,0,-10,5,-8,18,-5
CCOC(=O)c1c(NC(=S)Nc2ccc(C)cc2)sc2c1CCC2,-10,0,-8,-2,1,4,16,21
CCOc1c2ccc(C(=O)NCc3ccc(C)cc3)cc2nn1CC,1,-5,0,0,-4,-3,i,20
O=C(COC(=O)c1nc(Cl)c(Cl)c(Cl)c1Cl)c1ccc[nH]1,-4,13,-7,-13,-2,11,-1,2
Cc1cccc(N(C)c2ccc3cc(S(=O)(=O)N4CCCC4)ccc3n2)c1,3,-6,-5,-20,-11,34,-247,26
O=C(Nc1ccccc1N1CCCC1)C1CCN(S(=O)(=O)c2ccccc2C(F)(F)F)CC1,0,3,-6,-14,7,10,10,-4
O=C(O)C(NS(=O)(=O)c1ccccc1)C(O)c1ccccc1 (stereo not drawn),0,-2,8,-6,4,1,8,-2
CNc1nc(OC)nc(N2CCOCC2)n1,1,-1,2,-3,-2,0,9,7
